# Bioassay records as filed in PubChem BioAssay.
# MEKK2mut PB1 HTS = signal of MEK5 binding to mutant human MEKK2 PB1 domain. bead flow cytometry, Alexa488-MEK5 binding to MEKK2 mutant. percent response, % at 10 µM. 290,000 compounds, 0.35% hits; in the data active means percent response above about 24%, passing the limit was not always enough; further: inactives centre near 1; some results filed as inactive read as strong as hits; reference of the scale not given here
# GalR3 antag = blocks the human galanin receptor 3 | AID 651719 | HEK293 GalR3-CNG cAMP membrane potential fluorescence; galR3 body fused to GalR1 C-terminus | inhibition, % at 3 µM | O60755 | 360,000 compounds, 0.44% hits;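 active means inhibition above the screen-wide average plus 3 SD, cut at about 13% in these data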;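 further: forskolin and galanin both at EC90 stimulate the cells; cAMP rise reported by CNG channel membrane potential dye signal; 0% = forskolin plus galanin with DMSO and 100% = forskolin alone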
# V1aR counter = activates human V1a receptor in oxytocin agonist counter-screen; CHO-V1R cells, Fluo-8 calcium fluorescence, agonist mode; 0% DMSO, 100% 3 nM vasopressin; activation, % at 3 µM; 320,000 compounds, 0.25% hits; AID 2797;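 active means activation above the mean activation of all tested compounds plus 3 SD, per screening run, cut at about 20% in these data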;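 further: signal is peak over basal fluorescence ratio across a 100 second FLIPR read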
# MEKK3 PB1 HTS = modulators (inhibitors or enhancers) of MEK5 binding to human MEKK3 PB1 domain; AID 1529; 290,000 compounds, 1.4% hits; Q99759; bead-based flow cytometry, Alexa488-MEK5 binding to MEKK3; actives lie on both sides; 0 = blocked by unlabeled MEK5, 100 = vehicle; binding response (% of control), % at 10 µM;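 active means binding response more than 3 SD above or below the average of its plate-row segment, actives on both sides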;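 further: Alexa488 bead fluorescence after subtracting the streptavidin-only scavenger bead signal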
# Target sequence (Q99759 whole entry, looked up, the tested form may be a part): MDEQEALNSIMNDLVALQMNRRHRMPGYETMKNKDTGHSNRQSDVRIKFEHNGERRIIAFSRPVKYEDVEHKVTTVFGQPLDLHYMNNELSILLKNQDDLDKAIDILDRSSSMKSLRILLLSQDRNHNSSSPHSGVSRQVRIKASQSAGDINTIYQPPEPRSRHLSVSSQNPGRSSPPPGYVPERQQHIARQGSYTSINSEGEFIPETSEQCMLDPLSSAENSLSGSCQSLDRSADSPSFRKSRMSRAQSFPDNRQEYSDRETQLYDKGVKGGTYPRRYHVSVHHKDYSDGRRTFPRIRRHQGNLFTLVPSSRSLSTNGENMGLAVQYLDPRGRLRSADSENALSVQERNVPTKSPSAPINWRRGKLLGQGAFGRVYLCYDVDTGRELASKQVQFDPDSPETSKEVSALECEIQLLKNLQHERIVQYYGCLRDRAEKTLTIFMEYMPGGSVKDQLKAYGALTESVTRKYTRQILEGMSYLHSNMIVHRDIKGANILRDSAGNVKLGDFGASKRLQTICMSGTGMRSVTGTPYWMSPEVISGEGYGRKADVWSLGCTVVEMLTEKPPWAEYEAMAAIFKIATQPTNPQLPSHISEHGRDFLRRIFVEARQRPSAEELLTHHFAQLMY
# PHOSPHO1 inh = PHOSPHO1 (human) inhibition; recombinant PHOSPHO1, absorbance phosphatase assay; inhibition, % at 13.3 µM; 290,000 compounds, 1.1% hits; in the data active means inhibition above about 60%
# GPR7 antagonist = antagonists of human GPR7 (neuropeptides B/W receptor 1); AID 1861; 290,000 compounds, 1.1% hits; inhibition, % at 4.4 µM; GPR7-expressing cells, fluorescence antagonist assay; P48145; in the data active means inhibition above about 16%, passing the limit was not always enough;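 further: cells stimulated with the agonist NPW; 0% = agonist with vehicle and 100% = vehicle without agonist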
# Target sequence (P48145 whole entry, looked up): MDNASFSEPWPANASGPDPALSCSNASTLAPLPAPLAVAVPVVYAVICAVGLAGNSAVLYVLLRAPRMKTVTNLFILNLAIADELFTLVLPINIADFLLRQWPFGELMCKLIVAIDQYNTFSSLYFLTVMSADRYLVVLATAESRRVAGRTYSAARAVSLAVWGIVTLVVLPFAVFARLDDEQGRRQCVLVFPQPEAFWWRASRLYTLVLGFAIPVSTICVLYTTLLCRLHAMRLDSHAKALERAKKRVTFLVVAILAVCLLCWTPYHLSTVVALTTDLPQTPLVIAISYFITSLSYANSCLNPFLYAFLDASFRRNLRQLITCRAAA
# NALP1 inh = inhibitors of NALP1 inflammasome in yeast; S. cerevisiae NALP1/ASC/caspase-1 growth, X-gal OD620, 72 h; 280,000 compounds, 0.61% hits; inhibition, % at 10 µM; in the data active means inhibition mostly above about 24%, no sharp cut-off; inactive means mostly below about 32%; further: some compounds called inactive have numbers as strong as hits
# OXTR ag = human OXTR agonism; P30559; CHO-OTR cells, Fluo-8 calcium fluorescence; normalized: DMSO 0%, oxytocin 100%; activation, % at 3 µM; 320,000 compounds, 0.32% hits;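 active means activation above the mean of all tested compounds plus 3 SD, cutoff set per screening run, cut at about 20% in these data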;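 further: peak over basal fluorescence ratio from a 100 s FLIPR kinetic read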
# MEKK2 WT-MEK5 = raises or lowers MEK5 binding to wildtype human MEKK2 PB1 domain | Q9Y2U5 | bead flow cytometry, Alexa488-MEK5 binding to MEKK2 WT; actives lie on both sides | binding response (% of control), % at 10 µM | 290,000 compounds, 1.1% hits | AID 1531; in the data active means binding response below about 67% or above about 130%
# Active calls of the source: *; . = no result given; [ ] = another dose, or the depositor's remark.
(1) Cc1c(N2C(=O)/C(=C/c3ccccc3)SC2=S)c(=O)n(-c2ccccc2)n1C
(2) CSc1cccc(NC(=S)N(CCCN2CCCC2)Cc2cccn2Cc2ccc(Cl)cc2)c1
(3) OCCN(Cc1ccccc1)Cc1cccc(Cl)c1Cl
(4) Cc1ccnc(NS(=O)(=O)c2ccc(NC(=O)CC(C)c3ccccc3)cc2)n1 (configuration not stated)
(5) COc1cc(C(=O)NC2(C(F)(F)F)NC(=O)N(CCCc3ccccc3)C2=O)cc(OC)c1OC (configuration not stated)
(6) CSc1ccccc1C(=O)NCCSc1ccc(C)cc1
(7) CCc1ccc(N(C(=O)CNC(=O)c2cccs2)C(C(=O)NC(C)(C)C)c2cc(OC)c(OC)c(OC)c2)cc1 (configuration not stated)
(8) COc1ccccc1-n1c2nc3ccccc3nc2c2c(=O)n(-c3cc(C)cc(C)c3)cnc21
(9) C=CCn1c(Sc2ccccc2)nc2c1c(=O)[nH]c(=O)n2C
(10) CN1CCN(C(=O)c2ccc(OCCOc3ccccc3)cc2)CC1

Assay by compound	1	2	3	4	5	6	7	8	9	10
MEKK2mut PB1 HTS	3	94*	-2	1	26	12	-1	9	4	8
GalR3 antag	7	-2	-12	-9	-4	-4	1	-6	2	.
V1aR counter	0.8	5.7	-1.1	0.0	0.4	-0.7	0.0	-1.0	0.0	2.8
MEKK3 PB1 HTS	106	113	99	100	109	107	95	99	95	99
PHOSPHO1 inh	13	-15	50	48	-19	30	44	-1	6	34
GPR7 antagonist	2	7	8	-11	-9	-15	-12	-14	-11	-13
NALP1 inh	9	19	3	12	10	15	13	22	-30	6
OXTR ag	-0.6	12	-1.4	0.3	-2.0	-1.2	-0.7	-1.8	-0.9	3.6
MEKK2 WT-MEK5	109	270*	94	103	120	108	93	108	105	103

(11) CC(C)c1ccccc1OCCNC(=O)c1cccnc1
(12) CNc1cccccc1=S
(13) CCOC(=O)c1c(S(=O)(=O)NCc2ccc(C)o2)c(C)n(C)c1C
(14) COC(=O)c1[nH]c2ccccc2c1Sc1ccccc1
(15) CCOc1ccccc1N1CC(C(=O)NCCc2ccc(S(N)(=O)=O)cc2)CC1=O (configuration not stated)
(16) O=C(N/N=C/c1nn(-c2ccccc2)cc1-c1ccccc1)c1ccncc1
(17) Cc1cc(C=O)c(C)n1-c1sc2c(c1C(=O)O)CCCC2
(18) O=C(Nc1nccs1)c1ccc2ccccc2c1
(19) COc1ccccc1CCN=C(N)NS(=O)(=O)c1ccccc1
(20) O=C(CNS(=O)(=O)c1ccccc1)OCC(=O)c1ccc([N+](=O)[O-])cc1

Assay by compound	11	12	13	14	15	16	17	18	19	20
MEKK2mut PB1 HTS	6	-8	-6	10	-4	4	-1	0	7	0
GalR3 antag	-3	-5	-8	-10	-2	-11	3	-11	0	7
V1aR counter	7.9	0.1	0.0	.	-0.1	-1.7	-1.1	-1.6	0.0	-0.3
MEKK3 PB1 HTS	104	93	98	110	103	106	97	106	104	96
PHOSPHO1 inh	32	76*	32	22	0	13	-7	45	-24	8
GPR7 antagonist	-2	-5	-2	-14	-16	-5	-8	-5	-9	-2
NALP1 inh	-3	3	15	4	7	25	28	14	8	35
OXTR ag	1.4	1.2	0.3	.	0.2	-1.8	-1.3	-1.0	-1.2	-0.3
MEKK2 WT-MEK5	104	88	97	104	97	105	100	106	106	95

(21) CCS(=O)(=O)N1CCN(c2nc(-c3ccccc3)cs2)CC1
(22) CN(C)c1ccc(C(c2nnnn2C(C)(C)C)N2CCc3ccccc3C2)cc1 (configuration not stated)
(23) COC(=O)CSc1nnc(-c2ccco2)n1-c1ccc(C)cc1
(24) CSc1ccc(S(=O)(=O)NC2CCCCCC2)cc1
(25) Cc1ccsc1C(C(=O)NC(C)(C)C)N(C(=O)c1csnn1)c1ccccc1 (configuration not stated)
(26) CCCCc1nn(-c2cc(Cl)ccc2OC)c2c1C(=O)CCC2
(27) Cc1ccc(C)c(S(=O)(=O)NNC(=O)c2sc(NS(=O)(=O)c3ccccc3)nc2C)c1
(28) Cc1ccc(-n2nnnc2SCC(=O)NNC(=O)c2ccc([N+](=O)[O-])cc2)cc1
(29) Nc1nnnn1/N=C/c1ccco1
(30) O=c1nc2n(c3c1oc1ccccc13)Cc1ccccc1-2

Assay by compound	21	22	23	24	25	26	27	28	29	30
MEKK2mut PB1 HTS	-2	12	1	3	2	10	1	-15	1	8
GalR3 antag	-9	.	-4	-6	2	4	-1	-6	-5	.
V1aR counter	0.2	.	0.1	-1.4	-0.6	-1.8	0.0	-0.3	0.4	.
MEKK3 PB1 HTS	80	113	103	103	122	106	102	83	100	95
PHOSPHO1 inh	36	41	-19	-5	-20	-1	19	15	-57	16
GPR7 antagonist	7	-9	-4	-2	2	-9	-2	-11	-1	1
NALP1 inh	32	15	12	-11	-6	0	10	15	4	10
OXTR ag	7.1	.	-0.5	-1.4	-1.1	-1.1	-1.1	-0.7	0.0	.
MEKK2 WT-MEK5	86	112	101	98	124	107	103	78	95	105

(31) COc1ccc(CCNC(=O)C(=O)NCC2OCCCN2S(=O)(=O)c2cc(C)ccc2C)cc1 (configuration not stated)
(32) CCOC(=O)N1CCN(c2nc3ccc(C)cc3n3cnnc23)CC1
(33) CCOC(=O)c1[nH]c2ccccc2c1NC(=O)C(C)(C)C
(34) O=C(Cc1nc2ccccc2[nH]c1=O)c1ccccc1
(35) O=C(CNC(=O)c1cccs1)NCC(=O)OCc1ccccc1Cl
(36) CCn1c2ccccc2c2nnc(SCC(=O)NC(CC(C)C)C(=O)OC)nc21 (configuration not stated)
(37) O=C(NNS(=O)(=O)c1cccc(Cl)c1Cl)c1cccc(S(=O)(=O)N2CCOCC2)c1
(38) COc1ccc(C)cc1S(=O)(=O)N(C)CC(=O)N1CCN(c2ccccc2)CC1
(39) CN(CC(=O)NCc1ccccc1)Cc1ccc(Cl)cc1
(40) O=C(Nc1ccc(Oc2ccc(C(F)(F)F)cn2)c(Cl)c1)C1CC1

Assay by compound	31	32	33	34	35	36	37	38	39	40
MEKK2mut PB1 HTS	10	-2	-4	0	4	-4	0	-1	-8	-9
GalR3 antag	-5	-12	-1	1	-2	-4	-3	-5	-9	-1
V1aR counter	2.1	.	-1.0	.	-0.1	-0.4	0.7	0.1	-1.1	1.7
MEKK3 PB1 HTS	107	102	99	105	101	99	116	89	98	104
PHOSPHO1 inh	32	-3	4	20	39	-4	-6	19	11	40
GPR7 antagonist	-19	3	-2	-6	-9	-17	6	2	13	0
NALP1 inh	-4	-13	4	-3	28	-8	25	-6	-8	-6
OXTR ag	2.4	.	-1.1	.	0.0	-0.5	-0.4	-0.8	-2.0	1.4
MEKK2 WT-MEK5	114	99	102	97	106	93	107	92	95	98

(41) COc1ccc(N2C(=O)NC(NC(=O)c3ccncc3)(C(F)(F)F)C2=O)cc1 (configuration not stated)
(42) Nc1nn(S(=O)(=O)c2ccccc2)cc1-c1ccc([N+](=O)[O-])cc1
(43) CCN(CC)P(=O)(Nc1cccc(C(F)(F)F)c1)c1ccc(N(C)C)cc1NC(=O)c1ccco1 (configuration not stated)
(44) Cc1nn(C)c(C(=O)N2CCN(C(=O)c3ccco3)CC2)c1Br
(45) CN1CCN(C(=O)CCN2C(=O)/C(=C/c3ccc(F)cc3)SC2=S)CC1
(46) CSc1nnc(NC(=O)CCc2ccccc2)s1
(47) Cc1nn(C(C)C)c(C)c1CN1CCN(Cc2ccsc2)C(CCO)C1 (configuration not stated)
(48) Cc1cccc(OCC(=O)NC(C)C(=O)N/N=C/c2c(OCc3ccccc3)ccc3ccccc23)c1 (configuration not stated)
(49) C=CCN1CCc2c(cc(O)c(O)c2Cl)C(c2ccccc2)C1 (configuration not stated)
(50) COc1ccc(-c2cn3c(C)c(C(=O)N4CCN(c5ccc(F)cc5)CC4)sc3n2)cc1

Assay by compound	41	42	43	44	45	46	47	48	49	50
MEKK2mut PB1 HTS	-4	-1	.	-17	-5	-2	12	1	6	.
GalR3 antag	1	-5	-12	-1	-8	-2	-3	.	.	.
V1aR counter	1.1	0.1	-0.6	0.3	3.1	-0.8	0.5	1.5	0.8	0.0
MEKK3 PB1 HTS	89	98	.	82	96	99	102	99	106	.
PHOSPHO1 inh	-7	10	4	-2	40	82*	37	0	8	17
GPR7 antagonist	-7	-7	-7	-2	11	4	-5	-6	.	-5
NALP1 inh	3	20	-37	25	9	20	-2	18	-12	-4
OXTR ag	0.4	-3.1	-1.9	0.9	2.6	-1.3	0.0	1.9	-0.5	-0.6
MEKK2 WT-MEK5	92	102	.	34*[inhibitor]	97	96	112	95	113	.

(51) C=CCNC(=O)C1CC(=O)N(c2ccc(OCC(=O)Nc3ccc(C)cc3)cc2)C1 (configuration not stated)
(52) O=C(CSc1nnc(-c2cc3ccccc3cc2O)n1Cc1ccco1)N1CCc2ccccc2C1
(53) O=C1CC(c2ccc(F)cc2)Sc2nc(-c3ccccc3)c(-c3ccccc3)n21 (configuration not stated)
(54) CC(=O)N1CCc2cc(S(=O)(=O)N3CCCCCC3)ccc21
(55) Cc1sc(NC(=O)c2ccc(Br)s2)c(C(N)=O)c1C
(56) COc1ccc(C(CCN2CCCCC2)c2c(OC)cc(OC)c3c(-c4ccccc4)cc(=O)oc23)cc1 (configuration not stated)
(57) CC(C)CCNC(=O)C(=O)Nc1ccccc1
(58) CCC(C)(C)NC(=O)C(c1ccc(OC)cc1)N(C(=O)CCC(=O)Nc1cc(C)on1)C1CC1 (configuration not stated)
(59) CSc1ccccc1NC(=O)c1cnc2n(c1=O)CCS2
(60) CCCCCc1ccc(OCCOCCn2c[n+](C)c3ccccc32)c(CCCCC)c1
(61) Cc1cccc(C)c1Nc1nnc(SCc2cc([N+](=O)[O-])cc3c2OCOC3)s1

Assay by compound	51	52	53	54	55	56	57	58	59	60	61
MEKK2mut PB1 HTS	4	-11	-4	1	-7	26*	-6	-7	13	23	-1
GalR3 antag	-2	11	-3	-9	-5	-1	-2	4	1	.	-5
V1aR counter	0.9	-0.1	-1.3	3.0	-0.5	16	0.6	0.6	0.0	.	1.3
MEKK3 PB1 HTS	106	96	105	99	99	106	100	104	108	79	104
PHOSPHO1 inh	12	52	5	28	6	4	-29	-12	22	3	43
GPR7 antagonist	0	8	-8	-5	10	.	-12	-5	-6	40*	2
NALP1 inh	-9	12	31	4	9	-6	11	10	4	14	-9
OXTR ag	1.4	1.4	-1.8	1.4	-0.5	21*	0.3	-0.5	-0.6	.	0.7
MEKK2 WT-MEK5	105	86	101	99	94	182*	89	96	111	232*	97

# Full records as entered above:
# Results for CC(C)CCNC(=O)C(=O)Nc1ccccc1 → MEKK2mut PB1 HTS = -6; GalR3 antag = -2; V1aR counter = 0.6; MEKK3 PB1 HTS = 100; PHOSPHO1 inh = -29; GPR7 antagonist = -12; NALP1 inh = 11; OXTR ag = 0.3; MEKK2 WT-MEK5 = 89
# Results for CSc1ccccc1NC(=O)c1cnc2n(c1=O)CCS2 → MEKK2mut PB1 HTS = 13; GalR3 antag = 1; V1aR counter = 0.0; MEKK3 PB1 HTS = 108; PHOSPHO1 inh = 22; GPR7 antagonist = -6; NALP1 inh = 4; OXTR ag = -0.6; MEKK2 WT-MEK5 = 111
# Results for CCC(C)(C)NC(=O)C(c1ccc(OC)cc1)N(C(=O)CCC(=O)Nc1cc(C)on1)C1CC1 (configuration not stated) → MEKK2mut PB1 HTS = -7; GalR3 antag = 4; V1aR counter = 0.6; MEKK3 PB1 HTS = 104; PHOSPHO1 inh = -12; GPR7 antagonist = -5; NALP1 inh = 10; OXTR ag = -0.5; MEKK2 WT-MEK5 = 96
